Screens deposited in PubChem by Sanford-Burnham Center for Chemical Genomics.
EBI2 block = EBI2 receptor antagonists, beta-arrestin recruitment, primary screen, cell-based, luminescence, 7a,25-OHC stimulation, uHTS; 7a,25-OHC stimulated; G-protein coupled receptor 183 (Homo sapiens), P32249; 0.81% of 360,000 active; inhibition, % at 5 µM; AID 651636, 2012; in the data active = inhibition above about 38%;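 note: enzyme fragment complementation signal reports receptor beta-arrestin coupling in cells; 0% = agonist plus DMSO wells and 100% = wells without agonist; some results beyond the cut were filed as inactive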
Target sequence (P32249 whole entry, looked up, the tested form may be a part): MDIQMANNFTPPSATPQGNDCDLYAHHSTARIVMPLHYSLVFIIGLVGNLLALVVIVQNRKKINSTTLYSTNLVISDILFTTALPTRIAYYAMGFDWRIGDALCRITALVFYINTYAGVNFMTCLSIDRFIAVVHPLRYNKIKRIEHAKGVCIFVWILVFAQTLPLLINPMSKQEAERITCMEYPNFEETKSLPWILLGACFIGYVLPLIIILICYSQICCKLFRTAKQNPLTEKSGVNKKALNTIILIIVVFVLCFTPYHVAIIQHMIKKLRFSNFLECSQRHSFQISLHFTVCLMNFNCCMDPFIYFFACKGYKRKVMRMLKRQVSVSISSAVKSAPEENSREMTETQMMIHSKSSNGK
APOBEC3G inh = APOBEC3G DNA deaminase inhibitors, primary screen, biochemical, fluorescence, single-stranded DNA substrate, uHTS; inhibition, % at 20 µM; 0.28% of 330,000 active; recombinant A3G, ssDNA deamination FAM/TAMRA fluorescence; DNA dC->dU-editing enzyme APOBEC-3G (Homo sapiens), Q9HC16; AID 493012, 2011;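 active = inhibition of at least 40% at 20 µM, with no more than 30% in the related APOBEC3A deaminase screen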;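 note: plate controls were DMSO wells with A3G for no effect and wells lacking A3G enzyme for full effect; some compounds called inactive have numbers as strong as hits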
CCR6 antagonist = CCR6 receptor antagonists, primary screen, cell-based, CHO-K1, luminescence, beta-arrestin, uHTS; AID 493098, 2011; CHO-K1 CCR6 PathHunter beta-arrestin, CCL20-stimulated; 0.49% of 340,000 active; inhibition, % at 20 µM; C-C chemokine receptor type 6 (Homo sapiens), P51684;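 active = compounds whose inhibition of the agonist-driven luminescence signal at 20 µM reaches about 50%, limit read from the data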;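 note: cells stimulated with CCL20 at 14 nM final; plate controls were DMSO with CCL20 for no effect and DMSO without agonist for full effect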
Gli-Sufu block = Gli-Sufu pathway antagonists, primary screen, luciferase luminescence, Sufu-KO-LIGHT cells, uHTS; Sufu-KO-LIGHT fibroblasts, Gli luciferase reporter luminescence; inhibition, % at 5 µM; 0.74% of 340,000 active;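 active = inhibition above about 55%, limit read from the data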;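 note: 0% = DMSO-treated cells and 100% = wells with medium but no cells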
GRIN3A LBD mod = binders of NR3A ligand-binding domain, primary screen, biophysical, differential scanning fluorimetry, uHTS; Glutamate receptor ionotropic, NMDA 3A (GRIN3A) ligand-binding domain; NR3A LBD differential scanning fluorimetry, Tm shift; 0% = protein alone, 100% = glycine-bound protein; Tm shift relative to glycine control, % at 25 µM; 2.5% of 340,000 active; AID 1259313, 2017;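 active = melting temperature shift of at least 10% of the positive control shift, at one fixed dose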
A3A deaminase = APOBEC3A ssDNA deaminase inhibitors, primary screen, selectivity assay for APOBEC3G inhibitor project, biochemical, FAM/TAMRA oligo cleavage fluorescence; 0.41% of 330,000 active; AID 493011, 2011; recombinant A3A, FAM/TAMRA ssDNA deamination fluorescence; inhibition, % at 20 µM;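 active = at least 40% inhibition at 20 µM here, with at most 30% in a related deaminase screen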;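 note: plate controls were A3A with DMSO for no effect and wells lacking A3A enzyme for full effect; some results filed as inactive read as strong as hits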
Target sequence (P31941 whole entry, looked up): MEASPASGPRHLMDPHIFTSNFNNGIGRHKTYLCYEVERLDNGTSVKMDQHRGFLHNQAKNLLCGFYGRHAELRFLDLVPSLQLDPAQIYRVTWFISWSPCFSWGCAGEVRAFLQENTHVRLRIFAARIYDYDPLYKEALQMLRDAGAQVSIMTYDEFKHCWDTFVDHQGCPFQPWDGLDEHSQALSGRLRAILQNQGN
MPTP inh = mitochondrial permeability transition pore inhibitors, primary screen, biochemical, isolated mouse mitochondria, absorbance; 1.4% of 360,000 active; Ca2+ swelling absorbance, 30 min; inhibition, % at 10 µM;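 active = inhibition of 50% or more, scaled per plate between neutral and stimulator controls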;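 note: 0% = DMSO wells given calcium and 100% = 1 mM EGTA wells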
CXCR6 block = CXCR6 receptor inhibitors, primary screen, cell-based, beta-arrestin, luminescence, CHO-K1 PathHunter, 1536-well; C-X-C chemokine receptor type 6 (Homo sapiens), O00574; inhibition, % at 20 µM; 0.36% of 360,000 active; AID 602244, 2012; in the data active = inhibition above about 34%, passing the limit was not always enough;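 note: antagonist mode with CXCL16 agonist at 10 nM final; 0% = 10 nM CXCL16 with DMSO and 100% = unstimulated wells without agonist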
Target sequence (O00574 whole entry, looked up): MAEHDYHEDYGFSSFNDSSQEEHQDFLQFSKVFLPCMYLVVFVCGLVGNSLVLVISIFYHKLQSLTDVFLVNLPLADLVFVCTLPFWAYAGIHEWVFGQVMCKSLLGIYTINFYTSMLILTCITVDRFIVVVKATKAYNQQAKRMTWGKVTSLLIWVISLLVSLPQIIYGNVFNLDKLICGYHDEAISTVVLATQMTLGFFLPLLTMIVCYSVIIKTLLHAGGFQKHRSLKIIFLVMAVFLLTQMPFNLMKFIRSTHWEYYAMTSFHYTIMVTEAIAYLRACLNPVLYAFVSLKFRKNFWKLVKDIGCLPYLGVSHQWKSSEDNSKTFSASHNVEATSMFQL
The depositor's hits bear a star. An unsorted share of the library. Share with any hit: about 5.8%.

What do the screens show for `Cn1c(C(=O)N2CCN(c3nc4ccccc4s3)CC2)cc2sccc21`?
EBI2 block: 24; APOBEC3G inh: -1; CCR6 antagonist: -11; Gli-Sufu block: 10; GRIN3A LBD mod: 8; A3A deaminase: 1; MPTP inh: 1.0; CXCR6 block: -10

What do the screens show for `O=C1CC(c2ccco2)CC(O)=C1C=Nc1ccc(Br)cc1` (centres undefined)?
EBI2 block: 3; APOBEC3G inh: -6; CCR6 antagonist: 26; Gli-Sufu block: 15; GRIN3A LBD mod: 1; A3A deaminase: 0; MPTP inh: 1.2; CXCR6 block: 2

How did Cc1cc(N2CCN(C)CC2)ccc1NC(=O)c1ccc(-c2ccc(Cl)cc2)o1 do in these assays?
EBI2 block: 0; APOBEC3G inh: -11; CCR6 antagonist: 27; Gli-Sufu block: 8; A3A deaminase: 5; MPTP inh: 54*; CXCR6 block: -7

How did Cc1nc2cc(NC(=O)c3ccc([N+](=O)[O-])s3)ccc2s1 do in these assays?
EBI2 block: -11; APOBEC3G inh: -5; CCR6 antagonist: -9; Gli-Sufu block: 26; GRIN3A LBD mod: 24*; A3A deaminase: 0; MPTP inh: -0.6; CXCR6 block: -13

How did COc1ccc(C2C(C(=O)c3ccco3)=C(O)C(=O)N2CCN2CCOCC2)c(OC)c1 (centres undefined) do in these assays?
EBI2 block: -7; APOBEC3G inh: -7; CCR6 antagonist: 3; Gli-Sufu block: -14; GRIN3A LBD mod: 1; A3A deaminase: -4; MPTP inh: -0.1; CXCR6 block: -2

How did COc1ccc(C2C(C(C)=O)=C(O)C(=O)N2c2nccs2)cc1 (centres undefined) do in these assays?
EBI2 block: 11; APOBEC3G inh: -8; CCR6 antagonist: 23; Gli-Sufu block: -5; GRIN3A LBD mod: 1; A3A deaminase: -2; MPTP inh: -4.7; CXCR6 block: 6

What do the screens show for `CCC(=O)Nc1ccc(C(=O)CN2C(=O)NC3(CCOc4ccccc43)C2=O)cc1` (centres undefined)?
EBI2 block: 10; APOBEC3G inh: -7; CCR6 antagonist: 6; Gli-Sufu block: -17; GRIN3A LBD mod: 3; A3A deaminase: -4; MPTP inh: 1.9; CXCR6 block: -4

How did Cc1c(C(=O)OCC(=O)NCC2CCCO2)oc2ccccc12 (centres undefined) do in these assays?
EBI2 block: 5; APOBEC3G inh: -6; CCR6 antagonist: 1; Gli-Sufu block: 3; GRIN3A LBD mod: 3; A3A deaminase: 10; MPTP inh: -0.3; CXCR6 block: 3

How did CCn1c2c(c3cc(C(=O)O)ccc31)CCCC2=O do in these assays?
EBI2 block: 4; APOBEC3G inh: -1; CCR6 antagonist: -17; Gli-Sufu block: -2; GRIN3A LBD mod: 2; A3A deaminase: -1; MPTP inh: 2.8; CXCR6 block: -4

How did O=S1(=O)[C@H]2C[C@@H]3C=C[C@@]2(CN1Cc1ccccc1F)O3 do in these assays?
EBI2 block: -10; APOBEC3G inh: -11; CCR6 antagonist: -2; Gli-Sufu block: 0; GRIN3A LBD mod: -1; A3A deaminase: 0; MPTP inh: -1.7; CXCR6 block: -7

Results for CCOC(=O)c1[nH]c2ccc(C(=O)OC)cc2c1C(=O)OCC ?
EBI2 block: 6; APOBEC3G inh: -8; CCR6 antagonist: 6; Gli-Sufu block: -11; GRIN3A LBD mod: -1; A3A deaminase: -1; MPTP inh: -1.3; CXCR6 block: 1

How did CSc1snnc1-c1ccccc1 do in these assays?
EBI2 block: -11; APOBEC3G inh: -2; CCR6 antagonist: 17; Gli-Sufu block: -3; GRIN3A LBD mod: -2; A3A deaminase: -1; MPTP inh: -1.1; CXCR6 block: 5

Results for COc1cccc(C(=O)NCC2CCCN(C(=O)c3ccc(C=O)cc3)C2)c1OC (centres undefined) ?
EBI2 block: -4; APOBEC3G inh: -2; CCR6 antagonist: 8; Gli-Sufu block: -7; GRIN3A LBD mod: 0; A3A deaminase: 1; MPTP inh: -0.7; CXCR6 block: -4

Results for Cc1ccc(-n2nc(C)c3c(C)c(CCC(=O)NCc4ccccc4)c(C)nc32)cc1 ?
EBI2 block: 16; APOBEC3G inh: -12; CCR6 antagonist: 8; Gli-Sufu block: -2; GRIN3A LBD mod: -1; A3A deaminase: 1; MPTP inh: 1.4; CXCR6 block: -1

What do the screens show for `Cc1ccc(NS(=O)(=O)c2cc(C(=O)Nc3cccc(N(C)S(C)(=O)=O)c3)ccc2C)c(C)c1`?
EBI2 block: -19; APOBEC3G inh: -3; CCR6 antagonist: -1; Gli-Sufu block: 1; GRIN3A LBD mod: -8; A3A deaminase: 0; MPTP inh: 5.5; CXCR6 block: 2

How did O=S(=O)(NC1CCCCC1)c1ccc(-c2csnn2)s1 do in these assays?
EBI2 block: -8; APOBEC3G inh: -6; CCR6 antagonist: 11; Gli-Sufu block: 5; GRIN3A LBD mod: -19; A3A deaminase: -1; MPTP inh: -0.7; CXCR6 block: -16

How did Cc1nc2ccccc2n1CC(=O)N/N=C\C=C\c1ccccc1 do in these assays?
EBI2 block: 3; APOBEC3G inh: -2; CCR6 antagonist: -4; Gli-Sufu block: 9; GRIN3A LBD mod: 0; A3A deaminase: 1; MPTP inh: 3.0; CXCR6 block: 0

How did Cc1ccc(N2C(=O)CSC2c2cccs2)cc1 (centres undefined) do in these assays?
EBI2 block: 7; APOBEC3G inh: 0; CCR6 antagonist: 19; Gli-Sufu block: -2; GRIN3A LBD mod: 1; A3A deaminase: -2; MPTP inh: 2.2; CXCR6 block: 3

Results for CCOC(=O)c1noc(C)c1C(=O)Nc1cccc(F)c1 ?
EBI2 block: 2; APOBEC3G inh: -3; CCR6 antagonist: -29; Gli-Sufu block: -15; GRIN3A LBD mod: -1; A3A deaminase: -5; MPTP inh: -0.4; CXCR6 block: 0

How did Cc1cc(C)n(-c2cc(=O)n(C)c(=O)n2C)n1 do in these assays?
EBI2 block: -3; APOBEC3G inh: 8; CCR6 antagonist: 12; Gli-Sufu block: -1; GRIN3A LBD mod: 1; A3A deaminase: 1; MPTP inh: -1.3; CXCR6 block: -2

Results for Cc1cc(C)cc(C(=O)NCC(=O)NCc2ccc(S(N)(=O)=O)cc2)c1 ?
EBI2 block: 1; CCR6 antagonist: 5; Gli-Sufu block: 16; GRIN3A LBD mod: 1; MPTP inh: -0.6; CXCR6 block: -4

How did O=C(CSc1cccc[n+]1[O-])Nc1cccc(S(=O)(=O)NC2=NCCCCC2)c1 do in these assays?
EBI2 block: -2; APOBEC3G inh: -7; CCR6 antagonist: 2; Gli-Sufu block: -5; GRIN3A LBD mod: -2; A3A deaminase: 0; MPTP inh: -2.4; CXCR6 block: -4

How did CC(=O)N1CCN(C(=O)C(Cc2c[nH]c3ccccc23)NC(=O)c2ccccc2Cl)CC1 (centres undefined) do in these assays?
EBI2 block: -6; APOBEC3G inh: -5; CCR6 antagonist: 3; Gli-Sufu block: 1; GRIN3A LBD mod: -2; A3A deaminase: -1; MPTP inh: -1.3; CXCR6 block: 24

Results for CC(/C=C1\SC(=O)N(CC(=O)Nc2cccc(O)c2)C1=O)=C\c1ccccc1 ?
EBI2 block: 11; APOBEC3G inh: -3; CCR6 antagonist: 19; Gli-Sufu block: 9; GRIN3A LBD mod: 19*; A3A deaminase: 0; MPTP inh: 4.7; CXCR6 block: 3

What do the screens show for `CCOc1ccc(/C(C)=N\NC(=O)Cc2ccccc2)cc1`?
EBI2 block: 1; APOBEC3G inh: 14; CCR6 antagonist: -4; Gli-Sufu block: 7; GRIN3A LBD mod: 1; A3A deaminase: -4; MPTP inh: -1.0; CXCR6 block: -5

What do the screens show for `C/C(=N\N=C(/N)SC1CC(=O)N(c2ccc(Br)cc2)C1=O)c1cccs1` (centres undefined)?
EBI2 block: 4; APOBEC3G inh: 5; CCR6 antagonist: 8; Gli-Sufu block: -2; GRIN3A LBD mod: 12*; A3A deaminase: 1; MPTP inh: 2.5; CXCR6 block: -8

What do the screens show for `Cc1cc(C)c(NC(=O)c2cc3c(nc4sccn43)s2)c(C)c1`?
EBI2 block: 0; APOBEC3G inh: -5; CCR6 antagonist: 0; Gli-Sufu block: 2; GRIN3A LBD mod: -2; A3A deaminase: 4; MPTP inh: 0.0; CXCR6 block: -7

What do the screens show for `CCn1c(SCc2c(Cl)cccc2Cl)nnc1-c1nn(-c2ccccc2)ccc1=O`?
EBI2 block: 1; APOBEC3G inh: -5; CCR6 antagonist: 15; Gli-Sufu block: 5; GRIN3A LBD mod: -7; A3A deaminase: -5; MPTP inh: 3.0; CXCR6 block: -4

How did CCc1nnc(NC(=O)c2cccc(S(=O)(=O)N3CCc4ccccc43)c2)s1 do in these assays?
EBI2 block: 6; APOBEC3G inh: 1; CCR6 antagonist: -5; Gli-Sufu block: 7; GRIN3A LBD mod: 1; A3A deaminase: 3; MPTP inh: -2.5; CXCR6 block: 9

What do the screens show for `C[C@H](CO)N1C[C@H](C)[C@@H](CN(C)C(=O)Nc2ccc3c(c2)OCO3)Oc2ccc(NS(=O)(=O)c3ccccc3)cc2C1=O`?
EBI2 block: -3; APOBEC3G inh: -9; CCR6 antagonist: 14; Gli-Sufu block: 27; GRIN3A LBD mod: 0; A3A deaminase: -2; MPTP inh: 1.0; CXCR6 block: -1

What do the screens show for `COc1ccc(S(=O)(=O)N(C)C[C@H]2Oc3ccc(NS(=O)(=O)c4cccs4)cc3CC(=O)N([C@H](C)CO)C[C@H]2C)cc1`?
EBI2 block: -1; APOBEC3G inh: -1; CCR6 antagonist: 11; Gli-Sufu block: 20; GRIN3A LBD mod: 0; A3A deaminase: -1; MPTP inh: -0.6; CXCR6 block: -11

Results for CC1=C(C(N)=O)C(c2sccc2C)n2nnnc2N1 (centres undefined) ?
EBI2 block: -20; APOBEC3G inh: 1; CCR6 antagonist: 0; Gli-Sufu block: -2; GRIN3A LBD mod: 0; A3A deaminase: 0; MPTP inh: -0.2; CXCR6 block: 6

Fetched by compound from the entries so far:
What do the screens show for `C/C(=N\N=C(/N)SC1CC(=O)N(c2ccc(Br)cc2)C1=O)c1cccs1` (centres undefined)?
EBI2 block: 4; APOBEC3G inh: 5; CCR6 antagonist: 8; Gli-Sufu block: -2; GRIN3A LBD mod: 12*; A3A deaminase: 1; MPTP inh: 2.5; CXCR6 block: -8

What do the screens show for `CCn1c(SCc2c(Cl)cccc2Cl)nnc1-c1nn(-c2ccccc2)ccc1=O`?
EBI2 block: 1; APOBEC3G inh: -5; CCR6 antagonist: 15; Gli-Sufu block: 5; GRIN3A LBD mod: -7; A3A deaminase: -5; MPTP inh: 3.0; CXCR6 block: -4

What do the screens show for `COc1ccc(S(=O)(=O)N(C)C[C@H]2Oc3ccc(NS(=O)(=O)c4cccs4)cc3CC(=O)N([C@H](C)CO)C[C@H]2C)cc1`?
EBI2 block: -1; APOBEC3G inh: -1; CCR6 antagonist: 11; Gli-Sufu block: 20; GRIN3A LBD mod: 0; A3A deaminase: -1; MPTP inh: -0.6; CXCR6 block: -11
